FBW7 activator: FBW7 E3 ligase activators, primary screen, biochemical, AlphaScreen, human; F-box/WD repeat-containing protein 7 (Homo sapiens), Q969H0; AlphaScreen FBW7–phospho-cyclin E peptide binding, activator screen; normalized activity (activation), % at 26.1 µM; hit rate 0.13% among 650,000; AID 1259310, 2017; in the data active means normalized activity above about 1.9%;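 further: purified mutant Fbw7 with reduced substrate affinity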
Target sequence (Q969H0 whole entry, looked up): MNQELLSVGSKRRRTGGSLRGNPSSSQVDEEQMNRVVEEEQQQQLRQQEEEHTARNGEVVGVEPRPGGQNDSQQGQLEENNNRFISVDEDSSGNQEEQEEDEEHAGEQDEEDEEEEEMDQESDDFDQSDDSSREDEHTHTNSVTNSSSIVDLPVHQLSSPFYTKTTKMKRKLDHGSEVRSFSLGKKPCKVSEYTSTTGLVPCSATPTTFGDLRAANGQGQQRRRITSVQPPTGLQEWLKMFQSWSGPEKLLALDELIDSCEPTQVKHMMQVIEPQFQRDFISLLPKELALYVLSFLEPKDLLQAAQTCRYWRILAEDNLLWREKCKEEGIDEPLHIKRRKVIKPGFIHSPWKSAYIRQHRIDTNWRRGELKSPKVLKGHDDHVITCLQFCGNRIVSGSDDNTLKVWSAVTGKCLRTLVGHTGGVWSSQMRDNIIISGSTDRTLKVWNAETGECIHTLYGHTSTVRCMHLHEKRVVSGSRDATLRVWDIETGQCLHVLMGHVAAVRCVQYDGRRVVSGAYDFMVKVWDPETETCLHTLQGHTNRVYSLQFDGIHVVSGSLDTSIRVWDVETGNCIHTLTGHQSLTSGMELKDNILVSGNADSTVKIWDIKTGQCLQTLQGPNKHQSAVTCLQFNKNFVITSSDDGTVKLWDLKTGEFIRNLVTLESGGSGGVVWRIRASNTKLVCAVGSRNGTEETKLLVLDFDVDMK
GPR151 ag: activators of human GPR151, primary screen, cell-based, PathHunter beta-arrestin, luminescence. G-protein coupled receptor 151 (Homo sapiens), Q8TDV0. PathHunter beta-arrestin GPR151 cells. activation, % at 11.2 µM. hit rate 1% among 650,000. AID 1508602, 2020; in the data active means activation above about 4.9%;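 further: 0% = median of compound wells and 100% = cells with positive control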
TEAD-YAP block: TEAD-YAP interaction inhibition, primary screen, TEAD-YAP interaction inhibitor project, luminescence, HEK-TIYL cells; TEAD-Gal4/YAP UAS-luciferase luminescence; hit rate 1.4% among 640,000; AID 1259422, 2018; inhibition, % at 9.12 µM; in the data active means inhibition above about 32%;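 further: 0% = median of test compound wells and 100% = reference inhibitor wells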
MITF inh: MITF inhibitors, primary screen, biochemical, AlphaScreen, human | Microphthalmia-associated transcription factor (Homo sapiens), O75030 | AlphaScreen MITF homodimerization, bead proximity signal | inhibition, % at 2.6 µM | hit rate 0.91% among 650,000; in the data active means inhibition above about 50%;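 further: 0% = vehicle wells with protein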
* = called active by the depositor; i = inactive; . = not tested or not shown.

SMILES,MITF inh,GPR151 ag,FBW7 activator,TEAD-YAP block
Cc1nc2scc(C)n2c(=O)c1NC(=O)Cc1ccc(F)cc1,-5,-0.3,-0.1,2
Cc1cc(Nc2ccc(F)c(F)c2)nc(-c2ccccc2O)n1,7,-0.9,0.8,2
CC(C)(C)c1cc2oc3c(c2cc1OC(=O)c1cccc(Cl)c1)CCCC3,0,0.0,-0.1,3
O=C(COC(=O)c1c2ccccc2cc2ccccc12)NCc1ccco1,11,-0.7,0.6,1
C[C@@H]1CN(C(=O)c2nc3ccc(Cl)cn3c2CN(C)Cc2cccs2)C[C@H](C)O1,-13,-1.4,-0.1,-12
CCOC(=O)N1CCC(N2C(=O)c3ccc(C(=O)Nc4ccccc4F)cc3C2=O)CC1,5,-0.7,0.8,7
O=C(Cc1ccccc1)n1nc(-c2cccnc2)nc1NCc1ccco1,12,0.2,0.2,-2
COCCCn1c(-c2cccc(OC)c2)nc(=S)c2c1CCCC2,0,-0.6,-0.2,10
CCOC(=O)c1sc(NC(=O)CSc2nnc(CNC(=O)c3ccccc3F)n2Cc2ccccc2)c(C(=O)OCC)c1C,-7,1.4,0.1,-2
CC(=O)c1cccc(-c2cc(NCCO)nc(N)n2)c1,12,-1.3,0.3,-15
CCN(CC)c1ccc(NC(=O)CN2C(=O)NC3(CCc4ccccc43)C2=O)cc1 (configuration not stated),8,-0.5,-0.1,-16
COC(=O)C1=C(N)Oc2cc(C)[nH]c(=O)c2C1c1ccc(Cl)cc1Cl (configuration not stated),4,-0.2,0.0,7
CCOc1ccc(CC(=O)Nc2sc(C)c(C)c2C(=O)OC)cc1OCC,14,-0.4,0.5,-2
COc1cc(Nc2nc(Nc3ccncn3)nc3c2ncn3Cc2ccc(C(F)(F)F)cc2)cc(OC)c1OC,-5,-0.1,0.1,12
COc1ccc(C(=O)NCCCOC(C)C)cc1OC1CCN(C(C)=O)CC1,-16,-0.9,-0.1,-32
O=C(Cn1[nH]c(=O)c2ccccc2c1=O)Nc1ccc2ccccc2c1,-1,-0.3,0.1,-5
COc1ccccc1CNC(=O)CSc1nc(-c2ccccc2)cn1N,-14,-0.6,0.1,0
COc1ccc([N+](=O)[O-])cc1NC(=O)COC(=O)C12CC3CC(CC(O)(C3)C1)C2,-4,2.3,0.0,3
CC(=O)Nc1ccc(-c2ccc(NC(C)=O)cc2)cc1,-7,-1.0,0.1,-15
CCOc1ccc(NC(=O)CCS(=O)(=O)c2ccc(OC)cc2)cc1,18,-0.6,0.1,-7
Cc1ccccc1C1CC(=O)Nc2cc3c(cc21)OCO3 (configuration not stated),11,6.0*,0.2,6
COc1ccc(Br)cc1/C=N/NC(=O)c1cc(C)[nH]n1,-4,0.8,0.2,11
CCCn1c(NCc2ccncc2)nc2ccccc21,-2,-0.6,-0.1,-8
COc1ccc(Cl)c2sc(N(CCN(C)C)C(=O)c3ccc(F)cc3)nc12,-15,-0.4,-0.1,4
CC1=C(C#N)C(=O)NC(=O)/C1=C\c1ccc(-c2ccc(C)cc2[N+](=O)[O-])o1,23,-0.4,0.0,9
COc1ccccc1OCc1nc(-c2ccccn2)no1,0,-2.0,0.1,-22
CCOCCCNC(=O)c1ccc2c(=O)n(Cc3ccc4c(c3)OCO4)c(=S)[nH]c2c1,-13,1.4,0.2,-1
O=C(Cc1cccs1)Nc1nnc(SCc2ccc([N+](=O)[O-])cc2)s1,0,-0.4,0.0,-6
O=C(NCc1ccccc1)c1nnc(-c2ccncc2)o1,-5,0.6,-0.4,13
Cn1ncc([N+](=O)[O-])c1C(=O)Nc1cccc(Cl)c1,7,-0.8,0.1,1

Next section.
SMILES,MITF inh,GPR151 ag,FBW7 activator,TEAD-YAP block
COc1cccc(Cn2c(=O)ccc3ccccc32)c1,0,1.7,-0.1,-12
Cc1sc2nc(SCC(=O)Nc3ccccc3F)[nH]c(=O)c2c1C,0,-0.8,0.1,3
O=C1C=C(NC2CCCCC2)C(=O)N1C1CCCCC1,-9,-1.0,0.0,4
S=C(c1ccc(Br)cc1)N1CCCC1,3,1.9,0.0,-10
COc1ccccc1CN(Cc1cc2ccc(C)cc2n2nnnc12)C(=O)C1CC1,2,-1.1,0.1,-4
CCOC(=O)C1=C(C)NC2=C(C(=O)C(C(=O)OCC)C(c3ccccc3OC)C2)C1c1ccc(OC)cc1 (configuration not stated),-2,-1.2,0.5,6
COC(=O)c1ccccc1NC(=O)c1c(NC(=O)CCC(=O)O)sc2c1CCC(C(C)(C)C)C2 (configuration not stated),0,0.2,-0.1,3
CCCC(=Nc1ccccc1OC)C1=C(O)C(C(=O)OC)C(C)(C)CC1=O (configuration not stated),-7,-0.3,0.0,4
COc1cc(OC)c(NC(=O)N2CCN(c3ccc(C)nn3)CC2)cc1Cl,2,-0.8,0.1,-21
CC(C)CCn1c(CN2CCN(c3ccc(F)cc3)CC2)nc2c1c(=O)n(C)c(=O)n2C,-3,-1.3,-0.1,-9
COc1cccc(COCC(O)CNCC23CC4CC(CC(C4)C2)C3)c1 (configuration not stated),16,-0.2,0.3,10
Cc1cccc(C(c2sc3nc(C)nn3c2O)N2CCN(c3ccccc3F)CC2)c1 (configuration not stated),2,1.1,-0.2,1
CCCCN(CCCC)S(=O)(=O)c1nc(C)c(Cl)c(C)c1C#N,i,0.8,0.7,14
CC1=CC=CN2C(=O)C(Cc3ccccc3)(NC(=O)c3ccccc3Cl)N=C12 (configuration not stated),0,0.4,-0.2,-3
CCOc1ccc(C2C3=C(CCCC3=O)Nc3ncnn32)cc1OC (configuration not stated),-4,0.9,0.1,5
O=C(NC1CCCC1)C(c1ccncc1)N(C(=O)c1ccc2c(c1)OCCO2)C1CCCC1 (configuration not stated),-1,-0.3,-0.1,-7
CCOc1ccc(C2CC(=O)Nc3ccc4ccccc4c32)cc1OC (configuration not stated),4,0.3,-0.2,-10
CCOc1ccc(/C=C2/NC(=O)N(Cc3ccc(F)cc3)C2=O)cc1Br,2,-0.2,-0.1,11
Nc1nc(NCCN2CCOCC2)cc(Nc2nccc3ccccc23)n1,8,-1.4,-0.1,-4
O=C(N/N=C/c1ccccc1O)/C(=C/c1ccccc1)NC(=O)c1ccccc1,3,1.8,-0.4,6
COc1ccc(-n2nnnc2-c2ccccn2)cc1,10,0.2,0.0,6
CC(=O)c1ccc(N2CCN(C(=O)CCSc3ccc(Cl)cc3)CC2)cc1,3,-0.9,-0.2,-5
Cc1nc(NC(=O)c2ccc([N+](=O)[O-])cc2Cl)ccc1Br,18,0.5,-0.1,-8
CCOC(=O)C1=C(CSc2nc(CC)c(C)cc2C#N)OC(N)=C(C#N)C1c1ccccc1Cl (configuration not stated),8,-0.7,0.0,3
Cc1cc(CNC2CCN(c3ccc(CC(=O)NCc4ccccc4)cc3)CC2)nn1C,-6,0.9,0.1,1
CC(=O)Nc1ccc(NC(=O)c2csc(Nc3cccc(N(C)C)c3)n2)cc1,8,2.8,0.0,-11
O=[N+]([O-])c1cccc(C2SCCCS2)c1,11,2.7,0.4,-18
O=c1oc2ccccc2c(O)c1NS(=O)(=O)c1ccc(C2CCCCC2)cc1,-7,-0.8,-0.1,5
CCC1Oc2ccc(C)cc2N(CC(=O)N2c3ccccc3CC2C)C1=O (configuration not stated),-3,-0.1,-0.1,4
O=C1/C(=C/c2ccc(Br)cc2)SC(=NCc2ccccc2)N1Cc1ccccc1,-9,0.2,-0.4,-9

Part of the list above, with each value named.
CC(=O)c1ccc(N2CCN(C(=O)CCSc3ccc(Cl)cc3)CC2)cc1
  MITF inh = 3 | GPR151 ag = -0.9 | FBW7 activator = -0.2 | TEAD-YAP block = -5

Cc1nc(NC(=O)c2ccc([N+](=O)[O-])cc2Cl)ccc1Br
  MITF inh = 18 | GPR151 ag = 0.5 | FBW7 activator = -0.1 | TEAD-YAP block = -8

Not a retest: 5 of the compounds above.
SMILES,MITF inh,GPR151 ag,FBW7 activator,TEAD-YAP block
COc1cccc(Cn2c(=O)ccc3ccccc32)c1,0,1.7,-0.1,-12
Cc1sc2nc(SCC(=O)Nc3ccccc3F)[nH]c(=O)c2c1C,0,-0.8,0.1,3
O=C1C=C(NC2CCCCC2)C(=O)N1C1CCCCC1,-9,-1.0,0.0,4
S=C(c1ccc(Br)cc1)N1CCCC1,3,1.9,0.0,-10
COc1ccccc1CN(Cc1cc2ccc(C)cc2n2nnnc12)C(=O)C1CC1,2,-1.1,0.1,-4

Next results
SMILES,MITF inh,GPR151 ag,FBW7 activator,TEAD-YAP block
Cn1c(O)c(C2=c3cc(Cl)cc(Cl)c3=NC2=O)c(=O)n(C)c1=O,15,-0.7,-0.1,3
Cc1c(CNCCc2ccco2)c(C(=O)O)c(C)n1Cc1c(F)cccc1Cl,7,0.5,-0.1,-4
Cc1nnc(N2C(=O)c3ccc(Oc4ccc([N+](=O)[O-])cc4)cc3C2=O)s1,0,-0.1,0.0,-1
CCCCN1C(=O)N(C)C2NC(=S)NC21 (configuration not stated),-8,-0.8,-0.9,-8
Cc1cc(C)cc(NS(=O)(=O)c2ccc3c(c2)oc(=O)n3C)c1,9,-0.9,-0.1,0
CCC(Oc1ccccc1)C(=O)NCCOC (configuration not stated),1,0.9,-0.1,-18
COC(=O)C1=C(C)N(c2ccc(F)cc2)/C(=C/c2cccs2)C1=O,8,1.3,0.0,1
CCOc1ccc(NC(=O)c2c(NC(=O)c3ccccc3)sc3c2CCCC3)cc1,-7,1.4,-0.1,0
CCCCC[C@H](O)C/C=C1/C(=O)C=C[C@@H]1C/C=C\CCCC(=O)O,-2,-1.1,.,.
CC1=C(C#N)C(=O)N(CCCO)C(=O)/C1=C\c1ccc(-c2cccc(C(=O)O)c2)o1,15,0.3,-0.1,-6
CC(=O)Nc1ccc(C(=O)N/N=C/c2cccc(C)n2)cc1,10,-0.9,0.4,9
O=C(COC(=O)c1cc2ccccc2oc1=O)c1ccccc1,7,0.5,0.2,7
CCC(=O)N1N=C(c2ccc(NS(=O)(=O)CC)cc2)CC1c1ccccc1 (configuration not stated),0,0.1,0.1,0
Cc1ccn2c(CN(C)CC3CCCCO3)c(C(=O)N3CCCCCC3)nc2c1 (configuration not stated),-11,1.0,0.1,12
Cc1nc(SCC(=O)c2ccccc2)n[nH]1,7,-0.1,0.0,-32
CCOC(=O)CN(C(=O)COc1nc(C)cc(C)c1C#N)c1cccc(C(F)(F)F)c1,-6,2.3,-0.2,3
O=C(N/N=C/c1ccc([N+](=O)[O-])o1)c1ccccc1,7,0.7,0.0,-5
O=C(O)/C=C/C(=O)N1CCN(c2nc(-c3ccccc3)c3ccccc3n2)CC1,1,-0.4,0.2,4
CC(=O)Nc1ccc(-c2nc(-c3ccccc3)c3ccccc3n2)cc1,-7,-0.9,0.0,-4
Cc1ccccc1-n1sc2ccccc2c1=O,5,-1.6,-0.1,27
CCCn1c(SCC(=O)Nc2cc(C)cc(C)c2)n[nH]c1=O,-1,-1.4,-0.3,18
COc1ccccc1N1CCN(/N=C\c2ccccc2Cl)CC1,-7,-1.3,-0.1,-2
CC(C)N(CCNc1ncnc2nc(-c3ccc(C(=O)N4CCN(C)CC4)cc3)[nH]c12)C(C)C,-5,1.2,-0.4,-5
O=C(Cn1cncn1)NCCc1cnc[nH]1,2,0.6,-0.1,-2
CC1CN(Cc2cn3c(-c4ccc(Br)cc4)nnc3s2)CC(C)O1 (configuration not stated),14,0.4,-0.1,-6
COC(=O)CN1C(C)=Nc2ccc(Cl)cc2C1c1ccccc1 (configuration not stated),-15,0.2,0.0,-1
CCOC(=O)c1c(NC(=O)c2cnn3c(C(F)(F)F)cc(-c4cccs4)nc23)sc2c1CCCC2,-7,-1.5,-0.4,-4
COc1ccc(C(=O)n2c(=O)oc3cc(Br)ccc32)cc1,2,0.6,0.0,-52
CC(=O)Nc1ccc(NC(=O)c2csc3c2CCC(C)C3)cc1 (configuration not stated),0,0.6,0.0,-9
Cc1cccc(C)c1OCC(=O)Nc1cccc(C(=O)O)c1,6,1.4,0.1,-67
COc1cccc(C2CC(c3cccs3)=NN2C(=O)CSc2nnc(CNC(=O)c3ccccc3)n2CCc2ccccc2)c1OC (configuration not stated),-5,-0.8,-0.1,3
COc1cccc(NC(=O)c2ccc(F)c(S(=O)(=O)N3CC(C)CC(C)C3)c2)c1 (configuration not stated),11,0.3,0.6,0

Entries of single compounds as entered above:
Record of `COC(=O)CN1C(C)=Nc2ccc(Cl)cc2C1c1ccccc1` (configuration not stated) : MITF inh: -15; GPR151 ag: 0.2; FBW7 activator: 0.0; TEAD-YAP block: -1
Record of `CC(=O)Nc1ccc(NC(=O)c2csc3c2CCC(C)C3)cc1` (configuration not stated) : MITF inh: 0; GPR151 ag: 0.6; FBW7 activator: 0.0; TEAD-YAP block: -9

Assay outcomes as filed in PubChem BioAssay.
